Bioassay records from PubChem.
Rab7 wt GTP bind: modulators of GTP binding to dog Rab7 wildtype GTPase; GST-Rab7 beads, fluorescent GTP binding, flow cytometry; actives lie on both sides; untreated = 100%, excess cold GTP = 0%; GTP binding activity (percent of control), % at 10 µM; hit rate 0.055% among 190,000; AID 758;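 active = fluorescent GTP binding to Rab7 beads changed by at least 20 points from the 100% baseline, either direction, mostly lower; inconclusive = compound itself probably fluorescent, or too few beads counted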;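 also: median green fluorescence of bound Bodipy-FL-GTP per Rab7 bead population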
Rab2A wt mod: changes GTP binding to wildtype dog Rab2A, up or down; hit rate 0.19% among 190,000; P61105; GST-Rab2 wt beads, Bodipy-GTP binding, flow cytometry; GTP binding activity, % at 10 µM;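 active = GTP binding activity at least 20 points away from 100%, either lowered or raised; inconclusive = signal likely due to the compound's own green fluorescence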;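 also: 0% = beads with excess unlabeled GTP and 100% = no-compound control corrected for plate trend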
ABCB1 block: inhibitors of human ABCB1 transporter, ABCG2 counter-screen; CCRF-Adr cells, JC-1 efflux, flow cytometry; inhibition, % at 6.6 µM; hit rate 0.067% among 190,000; in the data active = inhibition above about 40%;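 also: 0% = vehicle and 100% = reference inhibitor; higher value means more JC-1 retained so stronger ABCB1 efflux block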
Target sequence (P08183 whole entry, looked up): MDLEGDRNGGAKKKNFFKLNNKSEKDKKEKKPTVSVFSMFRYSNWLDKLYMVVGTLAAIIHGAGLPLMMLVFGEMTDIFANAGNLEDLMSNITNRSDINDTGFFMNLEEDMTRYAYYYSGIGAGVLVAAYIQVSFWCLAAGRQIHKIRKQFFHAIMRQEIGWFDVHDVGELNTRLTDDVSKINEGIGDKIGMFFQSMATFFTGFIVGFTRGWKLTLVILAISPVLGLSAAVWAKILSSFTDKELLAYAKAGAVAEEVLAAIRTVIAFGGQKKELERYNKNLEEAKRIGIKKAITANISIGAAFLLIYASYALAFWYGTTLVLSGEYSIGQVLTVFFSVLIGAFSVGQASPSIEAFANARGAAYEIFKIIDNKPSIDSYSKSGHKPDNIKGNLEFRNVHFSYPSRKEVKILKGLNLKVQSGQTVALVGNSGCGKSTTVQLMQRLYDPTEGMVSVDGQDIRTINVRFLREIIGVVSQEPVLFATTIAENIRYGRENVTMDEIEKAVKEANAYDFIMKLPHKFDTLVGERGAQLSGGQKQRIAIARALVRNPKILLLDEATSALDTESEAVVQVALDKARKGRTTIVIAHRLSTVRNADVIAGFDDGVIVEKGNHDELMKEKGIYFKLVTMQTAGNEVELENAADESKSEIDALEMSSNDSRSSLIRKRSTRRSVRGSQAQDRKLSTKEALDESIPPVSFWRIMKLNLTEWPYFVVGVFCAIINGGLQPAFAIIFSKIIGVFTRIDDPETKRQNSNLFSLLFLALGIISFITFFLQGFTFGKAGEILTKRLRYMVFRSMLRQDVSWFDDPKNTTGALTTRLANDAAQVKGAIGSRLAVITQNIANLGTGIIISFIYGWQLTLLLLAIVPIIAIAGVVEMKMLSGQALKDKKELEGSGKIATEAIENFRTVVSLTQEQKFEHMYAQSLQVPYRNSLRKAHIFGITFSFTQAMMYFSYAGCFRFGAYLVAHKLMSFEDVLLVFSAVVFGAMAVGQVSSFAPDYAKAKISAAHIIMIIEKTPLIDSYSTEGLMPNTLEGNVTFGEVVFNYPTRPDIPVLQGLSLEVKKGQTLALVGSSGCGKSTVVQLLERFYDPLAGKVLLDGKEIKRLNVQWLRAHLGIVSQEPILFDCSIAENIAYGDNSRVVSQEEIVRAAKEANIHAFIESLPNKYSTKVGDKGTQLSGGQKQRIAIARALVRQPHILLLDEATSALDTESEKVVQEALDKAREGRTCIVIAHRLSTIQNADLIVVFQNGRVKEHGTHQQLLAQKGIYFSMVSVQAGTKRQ
ABCG2 inh: human ABCG2 inhibition, ABCB1 as counter-screen. inhibition, % at 6.6 µM. hit rate 0.1% among 190,000. Q9UNQ0. IgMXP3 cells, JC-1 efflux, flow cytometry;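 active = inhibition above 80%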;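 also: 0% = DMSO and 100% = nicardipine control wells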
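Test system: IgMXP3 (ABCG2) plus far-red-tagged CCRF-Adr (ABCB1) cells. Reagent: JC-1 dye as substrate. Timing: 10 min exposure at 25 °C with rotation, no wash. Measured by: flow cytometric JC-1 green MFI at 530 nm. Read-out: percent efflux inhibition, scaled nicardipine 100% to DMSO 0%. Control set: nicardipine and DMSO wells.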
Rac1 act GTP bind: alters GTP binding to activated mutant human Rac1; GST-Rac1 activated beads, fluorescent GTP binding, flow cytometry; actives lie on both sides; 100% means binding = to untreated wells; percent activity (GTP binding), % at 10 µM; hit rate 0.11% among 190,000; P63000;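 active = GTP binding at least 20 percentage points away from the 100% baseline, in either direction, so actives lie on both sides; inconclusive = Compound likely fluorescent itself, or too few beads counted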
Pf gametocyte: P. falciparum stage V gametocyte viability inhibition | inhibition, % at 10.9 µM | AID 743093 | hit rate 0.065% among 150,000 | P. falciparum stage V gametocytes, ATP luminescence, 24 h;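 active = inhibition above the mean plus 3 SD of compounds within the control limits, set per campaign, cut at about 38% in these data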;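 also: 0% = DMSO wells and 100% = medium only without gametocytes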
Avidin bead fluor: compound fluoresces at 488/530 nm on avidin beads. hit rate 0.38% among 220,000. compound fluorescence 488/530 nm, flow cytometry; hits give high values. fluorescence (KMESF) at 10 µM; in the data active = fluorescence above about 47; also: inactives centre near 10
Rac1 wt GTP bind: modulators of human Rac1 wildtype GTP binding; AID 757; P63000; GST-Rac1 beads, fluorescent GTP binding, flow cytometry; actives lie on both sides; 0 = cold GTP competed, 100 = untreated; GTP binding activity (% of control), % at 10 µM; hit rate 0.27% among 190,000;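 active = GTP binding activity at least 20 points away from the 100% control level, either lower or higher; inconclusive = compound flagged as likely green fluorescent, judged across all proteins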
Cdc42 wt GTP: human Cdc42 wildtype GTP binding change, either direction; P60953; GST-Cdc42 beads, Bodipy-GTP binding, flow cytometry; actives lie on both sides; percent activity (GTP binding), % at 10 µM; hit rate 0.2% among 190,000;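 active = percent activity GTP binding at least 20 points away from the 100% baseline, either down as inhibitor or up as activator; inconclusive = compound flagged as likely green fluorescent from well-wide comparison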;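 also: median bead fluorescence of bound Bodipy-FL-GTP at 100 nM; 0% = excess unlabeled GTP control and 100% = no compound control; below 100% means less GTP binding so inhibitor and above means activator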
GSH fluor: compound fluoresces at 488/530 nm on GSH beads. hit rate 0.25% among 190,000. fluorescence (KMESF) at 10 µM. AID 1776. GSH beads flow cytometry, compound fluorescence 488/530 nm; hits give high values; in the data active = fluorescence above about 89;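 also: glutathione beads carrying GST-tagged Bcl family fusion proteins plus one bare bead set; values are compound well signal with DMSO vehicle wells as background; inactives centre near 16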
HRas wt GTP: modulators of GTP binding to human HRas wildtype | P01112 | GST-Ras wt beads, Bodipy-FL-GTP binding, flow cytometry; actives lie on both sides | GTP binding activity, % at 10 µM | hit rate 0.14% among 190,000 | AID 759;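 active = GTP binding activity at least 20% away from the 100% baseline, either lowered as inhibitor or raised as activator; inconclusive = flagged as likely green fluorescent, judged across all proteins in the well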;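 also: 0% = unlabeled GTP competition control and 100% = no-compound control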
* hit, by the source's call; ? = inconclusive; nt = no result given.

SMILES | Rab7 wt GTP bind | Rab2A wt mod | ABCB1 block | ABCG2 inh | Rac1 act GTP bind | Pf gametocyte | Avidin bead fluor | Rac1 wt GTP bind | Cdc42 wt GTP | GSH fluor | HRas wt GTP
CCc1cc2c(-c3ccccc3)cc(=O)oc2c(CN2CCOCC2)c1O | 103 | 101 | 0.8 | 3 | 101 | nt | 33 | 102 | 102 | 16 | 102
NS(=O)(=O)c1ccc(CCNCc2cc(Br)ccc2OCc2ccccc2)cc1 | 101 | 106 | 0.5 | 4 | 108 | 12 | 16 | 108 | 107 | 9 | 106
COc1ccc(NC(=O)c2ccc(C#N)cc2)cc1NS(=O)(=O)c1ccc(F)cc1 | 97 | 100 | 0.3 | 0 | 100 | 8 | 10 | 102 | 101 | 4 | 101
COc1cc2[nH]c(=O)c(C(=O)NCCCN3CCCCC3)c(O)c2cc1OC | ? | ? | 0.2 | 2 | ? | nt | 39 | ? | ? | 15 | ?
CCOc1ccc(N2C(=O)CC(N3CCOCC3)C2=O)cc1 (stereo not given) | 100 | 98 | 0.7 | 1 | 96 | 10 | 14 | 93 | 97 | 38 | 98
CN1CCC(N(C)C(=S)NC(=O)c2cc(-c3cccc(Br)c3)nc3ccccc23)CC1 | 93 | 92 | -1.6 | -15 | 95 | -6 | 20 | 98 | 95 | 9 | 93
COc1ccc(OCC(=O)N/N=C(\C)CC(=O)Nc2ccc(OC)cc2[N+](=O)[O-])cc1 | 94 | 94 | 0.5 | 1 | 94 | -15 | 14 | 95 | 94 | 18 | 93
CC1(C)CC(=O)c2cn3nc(C(F)(F)F)nc3nc2C1 | 104 | 105 | -0.1 | 3 | 100 | nt | 9 | 110 | 106 | 11 | 104
CCCNC(=O)C(Cc1ccccc1)NS(=O)(=O)c1ccc2c(c1)CCC(=O)N2 (stereo not given) | 106 | 102 | -1.7 | -1 | 98 | nt | 8 | 103 | 101 | 20 | 100
CCOC(=O)CC1C(=O)NCCN1S(=O)(=O)c1ccccc1 (stereo not given) | 109 | 106 | 0.2 | 3 | 97 | 16 | 11 | 110 | 102 | 15 | 103
Cc1ccc(N2C(=O)c3ccccc3C2C(=O)c2ccc(O)cc2O)cc1 (stereo not given) | 96 | 92 | 0.3 | 19 | 91 | nt | 3 | 93 | 89 | 8 | 94
Cc1ccc(C)c(S(=O)(=O)N2CCCOC2CNC(=O)C(=O)NCc2ccncc2)c1 (stereo not given) | 103 | 98 | 0.2 | 0 | 95 | -1 | 11 | 98 | 99 | 23 | 99
COc1ccccc1C(=O)NCCc1nc2ccccc2n1C | 97 | 100 | -0.7 | 1 | 99 | nt | 33 | 103 | 103 | 11 | 101
Cc1cc(C)cc(N(C(=O)Cn2nnc3ccccc32)C(C(=O)NCc2ccco2)c2ccncc2)c1 (stereo not given) | 102 | 103 | -0.5 | 0 | 103 | 5 | 6 | 108 | 103 | 13 | 103
OC(COc1cc(Cl)c(Cl)cc1Cl)CN1CCN(c2ncccn2)CC1 (stereo not given) | 98 | 99 | 0.1 | 0 | 98 | nt | 10 | 102 | 101 | 11 | 100
NS(=O)(=O)c1ccc(CCNC(=O)C2CCCCC2)cc1 | 97 | 100 | -0.1 | 0 | 99 | nt | 7 | 102 | 101 | 5 | 99
O=C(N/N=C\c1ccc(F)cc1)c1ccc(F)cc1 | 96 | 98 | 0.0 | 10 | 94 | 13 | 8 | 97 | 94 | 25 | 96
Cc1cc(C(F)(F)F)nn1Cc1n[nH]c(=S)n1Cc1ccccc1 | 98 | 98 | 0.1 | 0 | 100 | -12 | 7 | 106 | 100 | 50 | 101
N/C(COc1ccccc1)=N\NC(=O)c1cccnc1Oc1ccccc1 | 101 | 102 | 0.3 | 1 | 101 | nt | 8 | 103 | 101 | 10 | 101
CCOC(=O)c1cnc2cc(-c3ccc(C)cc3)nn2c1-c1ccccc1 | 98 | 102 | -0.1 | 2 | 99 | nt | 11 | 100 | 101 | 10 | 101

Continued, overlapping the part above by two compounds.
SMILES | Rab7 wt GTP bind | Rab2A wt mod | ABCB1 block | ABCG2 inh | Rac1 act GTP bind | Pf gametocyte | Avidin bead fluor | Rac1 wt GTP bind | Cdc42 wt GTP | GSH fluor | HRas wt GTP
N/C(COc1ccccc1)=N\NC(=O)c1cccnc1Oc1ccccc1 | 101 | 102 | 0.3 | 1 | 101 | nt | 8 | 103 | 101 | 10 | 101
CCOC(=O)c1cnc2cc(-c3ccc(C)cc3)nn2c1-c1ccccc1 | 98 | 102 | -0.1 | 2 | 99 | nt | 11 | 100 | 101 | 10 | 101
O=S(=O)(Nn1cnnc1)c1ccccc1Cl | 98 | 97 | -0.1 | 0 | 98 | 17 | 11 | 101 | 98 | 34 | 98
COc1ccc(S(=O)(=O)N2CCC(C(=O)NCc3ccccn3)CC2)cc1C | 99 | 102 | 0.4 | 0 | 101 | -1 | 5 | 103 | 104 | 29 | 102
CCN(CCCNC(=O)c1cn(CC)c2ccc(S(=O)(=O)N(C)C)cc2c1=O)c1cccc(C)c1 | 103 | 101 | 5.7 | 32 | 100 | -4 | 35 | 105 | 102 | 26 | 99
CC(Sc1nnc(Nc2ccccc2)s1)C(=O)Nc1nc(-c2ccccc2)cs1 (stereo not given) | 96 | 95 | 0.7 | 4 | 93 | nt | 7 | 97 | 96 | 17 | 96
COc1ccc(C(=O)NC(=S)NNC(=O)c2c(-c3ccccc3)noc2C)cc1 | 96 | 94 | 1.2 | 13 | 94 | -3 | 15 | 97 | 96 | 17 | 95
CCc1ccc(Nc2ccc(S(=O)(=O)N3CCOCC3)cc2[N+](=O)[O-])cc1 | 97 | 101 | 1.3 | 18 | 100 | -13 | 6 | 104 | 105 | 11 | 99
Cc1cccc(NC(=O)C2CCCN2S(=O)(=O)c2ccc(F)cc2)c1C (stereo not given) | 103 | 102 | 0.5 | 4 | 101 | nt | 10 | 109 | 106 | 14 | 104
O=C(Nc1ccc(N2CCN(C(=O)c3ccco3)CC2)cc1)c1ccc2c(c1)OCO2 | 101 | 100 | 0.8 | 29 | 99 | -10 | 21 | 105 | 105 | 29 | 101
COc1ccc(Cl)cc1NC(=S)NCCN1CCOCC1 | ? | ? | 0.3 | 0 | ? | -7 | 7 | ? | ? | 17 | ?
O=C(O/N=C1\CCCc2ccccc21)c1cccc(Cl)c1 | 98 | 102 | -0.5 | 4 | 98 | 7 | 7 | 102 | 99 | 33 | 101
CC1(C)CC(NC(=O)C23CCC(C)(C(=O)C2)C3(C)C)CC(C)(C)N1 (stereo not given) | 96 | 97 | 0.4 | -1 | 97 | -9 | 16 | 102 | 101 | 23 | 97
O=C(NCCCN1CCN(c2cccc(Cl)c2)CC1)C1(S(=O)(=O)c2ccc(Cl)cc2)CC1 | 100 | 99 | 0.8 | 1 | 101 | nt | 35 | 100 | 103 | 19 | 100
Cc1oc2ccc(O)cc2c1C(=O)c1ccc(Cl)cc1 | 99 | 99 | 0.0 | 1 | 97 | nt | 16 | 108 | 104 | 9 | 101
CC1Cc2ccccc2N1C(=O)CO/N=C/c1ccc(OC(F)F)cc1 (stereo not given) | 101 | 97 | 1.3 | 19 | 97 | -13 | 5 | 103 | 99 | 10 | 97
CCN(CC)CCNC(=O)c1ccc(N2CCCCC2)c(NS(=O)(=O)c2ccc(C)cc2)c1 | 100 | 101 | 0.5 | 0 | 101 | nt | 5 | 107 | 100 | 48 | 101
CCc1cccc(CC)c1NC(=S)/C(=C(\[O-])c1ccc(Cl)s1)[n+]1ccccc1 | 100 | 96 | 2.6 | 3 | 95 | -10 | 11 | 99 | 94 | 12 | 96
CC1CCCCN1C(=O)Cn1cnc2cc([N+](=O)[O-])ccc2c1=O (stereo not given) | 103 | 84 | 0.7 | 12 | 90 | 11 | 10 | 95 | 83 | 12 | 88
COc1ccc(-n2nccc2-c2nn(-c3cccc(OC)c3)c(=O)n(C)c2=O)cc1 | 98 | 97 | 1.6 | 10 | 97 | -8 | 6 | 99 | 97 | 13 | 97
Cc1ccc(S(=O)(=O)N(C)C)cc1NC(=S)NC(C)CCC(C)C (stereo not given) | 102 | 101 | 0.8 | 7 | 100 | 15 | 1 | 103 | 102 | 12 | 101
CCN1C(=O)/C(=C2\Sc3ccccc3N2CC)OC1=S | 102 | 100 | 3.5 | -7 | 101 | 1 | 13 | 104 | 104 | 21 | 101
c1ccc(-c2noc(CN3CCCC(OCc4ccccn4)C3)n2)cc1 (stereo not given) | 96 | 97 | 0.9 | 2 | 96 | -11 | 9 | 97 | 99 | 8 | 95
CCOc1ccc(OCC)c(NC(=O)CCS(=O)(=O)c2ccc(Br)s2)c1 | 102 | 102 | 1.1 | 10 | 102 | -16 | 9 | 104 | 106 | 10 | 102
CC(C)=CCN1CCN(Cc2nc(C(C)C)cs2)CC1CCO (stereo not given) | 103 | 100 | 1.2 | 2 | 95 | 18 | 1 | 98 | 97 | 13 | 98
CCOc1cc(/C=C2\N=C(C)OC2=O)cc(Br)c1OCC(=O)OC | 98 | 97 | -0.1 | 0 | 97 | nt | 13 | 97 | 99 | 3 | 99
O=C(CCCSc1nc(-c2ccco2)cc(C(F)(F)F)n1)NCC1CCCO1 (stereo not given) | 95 | 96 | 1.0 | 16 | 94 | nt | 6 | 97 | 97 | 18 | 98
CCOC(=O)c1ccc(-n2c(C)ccc2C)cc1 | ? | ? | 0.0 | 4 | ? | 17 | 5 | ? | ? | 11 | ?
Cc1cc(C)nc(-n2nc(C)c(Oc3ccccc3O)c2C)n1 | 100 | 100 | 1.0 | 11 | 100 | nt | 12 | 106 | 100 | 26 | 101
O=C(Nc1ccc(N2CCOCC2)cc1)NC1CCCCC1 | 101 | 102 | 1.8 | 9 | 100 | nt | 9 | 103 | 101 | 14 | 101
O=c1cc(N2CCCC2)c(-c2ccccc2)n[nH]1 | 102 | 97 | 0.7 | 1 | 100 | 5 | 7 | 103 | 98 | 18 | 99
Cn1c(SCC(=O)N2CCN(c3ccccc3)CC2)nnc1-c1cc2ccccc2o1 | ? | ? | 1.9 | 8 | ? | nt | 14 | ? | ? | 46 | ?
O=C(Cc1ccc(-n2c(=O)[nH]c3ccccc3c2=O)cc1)N1CCN(c2ccccc2)CC1 | 96 | 100 | -6.7 | -2 | 98 | nt | 14 | 99 | 101 | 29 | 102
O=C(Nc1ccc2c(c1)CCC2)c1cc(S(=O)(=O)Nc2ccc(F)cc2)c(Cl)cc1Cl | 96 | 96 | -0.4 | -1 | 98 | 11 | 12 | 100 | 96 | 8 | 98
CN(C(=O)c1cccnc1)c1nnc(-c2cccnc2)s1 | 99 | 100 | 0.1 | 1 | 100 | nt | 5 | 102 | 102 | 12 | 98
